BAP1 block: blocks human BAP1 ubiquitin-AMC hydrolysis; recombinant BAP1, Ub-AMC hydrolysis fluorescence kinetic; stronger effect = lower value; activity remaining (% of control), % at 20 µM; 72,000 tested, 0.48% active; AID 436;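 active = activity remaining at or below 50% of control, provided the compound also passes the data quality filters; inactive = the rest, including low values that fail the filters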;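 note: 100% = DMSO wells rate and 0% = substrate alone blank rate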
Target sequence (Q92560 whole entry, looked up): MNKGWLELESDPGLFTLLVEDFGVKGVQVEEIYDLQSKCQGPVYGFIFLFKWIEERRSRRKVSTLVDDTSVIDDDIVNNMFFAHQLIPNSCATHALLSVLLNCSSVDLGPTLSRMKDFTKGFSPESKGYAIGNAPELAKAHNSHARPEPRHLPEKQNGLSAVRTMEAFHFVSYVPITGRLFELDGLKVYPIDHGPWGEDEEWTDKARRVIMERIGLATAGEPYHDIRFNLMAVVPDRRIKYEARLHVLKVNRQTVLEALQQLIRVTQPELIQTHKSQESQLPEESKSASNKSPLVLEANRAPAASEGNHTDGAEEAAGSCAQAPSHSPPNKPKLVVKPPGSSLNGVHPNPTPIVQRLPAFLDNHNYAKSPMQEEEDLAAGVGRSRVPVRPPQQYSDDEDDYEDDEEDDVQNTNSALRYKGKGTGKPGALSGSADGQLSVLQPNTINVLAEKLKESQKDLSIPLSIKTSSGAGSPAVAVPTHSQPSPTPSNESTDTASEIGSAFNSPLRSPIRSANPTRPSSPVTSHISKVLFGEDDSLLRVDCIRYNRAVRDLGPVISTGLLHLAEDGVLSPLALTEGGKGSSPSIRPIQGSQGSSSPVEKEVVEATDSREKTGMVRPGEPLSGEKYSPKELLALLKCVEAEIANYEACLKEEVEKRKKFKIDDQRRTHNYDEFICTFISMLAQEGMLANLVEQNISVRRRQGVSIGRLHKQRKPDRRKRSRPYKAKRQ
HePTP inh: blocks human HePTP tyrosine phosphatase. P35236. 110,000 tested, 0.64% active. recombinant HePTP phosphatase activity, OD absorbance. AID 521. inhibition, % at 20 µM; in the data active = inhibition above about 50%;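 note: plate controls were vehicle for no effect and reference inhibitor for full effect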
Target sequence (P35236 whole entry, looked up): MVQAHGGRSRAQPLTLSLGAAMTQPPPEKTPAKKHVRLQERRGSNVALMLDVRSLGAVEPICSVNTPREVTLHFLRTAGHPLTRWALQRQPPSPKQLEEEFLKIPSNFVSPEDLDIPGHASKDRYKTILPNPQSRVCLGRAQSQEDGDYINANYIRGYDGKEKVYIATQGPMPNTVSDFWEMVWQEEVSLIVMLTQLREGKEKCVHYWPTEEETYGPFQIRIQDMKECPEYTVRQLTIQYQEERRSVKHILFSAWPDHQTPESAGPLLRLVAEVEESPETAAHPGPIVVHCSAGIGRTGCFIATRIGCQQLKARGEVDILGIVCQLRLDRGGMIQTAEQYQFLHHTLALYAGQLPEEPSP
* = called active by the depositor; nt = not tested or not shown; & = joins results of further samples.

SMILES	BAP1 block	HePTP inh
CCCC(=O)C1=C(O)C(C(=O)OC)C(C)(C)CC1=NC (stereo not drawn)	90	-4
O=C(Nc1ccc2oc(-c3ccccc3)nc2c1)c1cccnc1	117	1
O=C(CN(Cc1ccccc1)S(=O)(=O)c1ccc(Br)cc1)NCc1ccccn1	nt	7
CCCCCOc1ccc(NS(C)(=O)=O)cc1	90	3
O=C(COc1ncnc2ccccc12)N1CCN(C(=O)c2ccco2)CC1	116	-1
CCCn1c(-c2ccc(F)cc2)n[nH]c1=S	66	0
CCOC(=O)c1ccc(N2C(=O)CC(NC3CCN(C(=O)c4cccc(Cl)c4)CC3)C2=O)cc1 (stereo not drawn)	140	11
O=c1ccc(=O)n2n1CC(O)C2	106	3
O=C1NN(c2ccc(Cl)cc2)C(=O)/C1=C\c1ccc(-c2ccc(Cl)c(C(=O)O)c2)o1	nt	19
Cn1c(SCC(=O)N2CCN(c3ccccc3)CC2)nnc1-c1c[nH]c2ccccc12	91	1
Nc1cnn(C2CCCO2)c(=O)n1 (stereo not drawn)	95	4
Cc1cccc(C(=O)OCC(=O)Nc2ccc(N3CCCCC3)cc2)c1O	61	-1
O=C(NCCCN1CCOCC1)c1cc(-c2ccc(Br)cc2)on1	99	-5
CSc1nsc(SCc2cnc(C)nc2N)n1	108	-2
CCOc1ccccc1-n1c(SCC(N)=O)nc2ccccc2c1=O	90	0
COc1cccc2cc(NC(=O)c3ccc(Cl)cc3)c(=O)oc12	121	nt
O=C(O)C1CCCCC1C(=O)Nc1nccs1 (stereo not drawn)	97	3&-18
N#Cc1c(N)nc2c(c1-c1ccc3c(c1)OCO3)CCCCC2	nt	-1
CC(NC(=O)c1cccs1)C(c1cccs1)N1CCN(c2ccccc2)CC1 (stereo not drawn)	144	nt
C=C(C)Cn1c(-c2ccc(OC)cc2)nc2ccccc21	105	4
O=C(NCCN1CCCC1=O)c1ccccc1	nt	6
Cc1cc(C)n(C(=O)CNC(=O)COc2ccccc2C)n1	56	-1
Cn1c(NC(=O)C2CCCC2)cc(=O)n(C)c1=O	92	7
CCOC(=O)c1sc(/N=C/N(C)C)c(C(=O)OCC)c1C	77	2
COc1ccc(S(=O)(=O)Nc2ccc(F)c(F)c2)cc1Cl	63	-10
COc1cccc2c1NC(c1ccccc1Cl)C1CC=CC21 (stereo not drawn)	nt	-6
O=C1CC(c2ccc3c(c2)OCO3)c2cc(Br)c3ccccc3c2N1 (stereo not drawn)	nt	7
O=C(O)C1C2C=CC3(O2)C1C(=O)N1c2ccccc2COC13 (stereo not drawn)	71	-4
c1ccc(C2=NNC3(CCCCCCC3)S2)cc1	nt	4
O=C(Nc1ccc2c(c1)OCO2)C1CCN(c2ccc(S(=O)(=O)N3CCOCC3)cc2)CC1	nt	6
COc1ccc(-c2nc3cnccn3c2Nc2ccc3c(c2)OCO3)cc1	83	6
CCOC(=O)COc1ccc(Cl)cc1C1NC(=O)NC(C)=C1C(C)=O (stereo not drawn)	55	10
COC(=O)c1ccc(/C=N/NC(=O)c2cc(-c3ccc4ccccc4c3)n[nH]2)cc1	nt	8
O=C(Nc1nnc(-c2ccc(F)cc2)o1)c1ccco1	84	8
O=C(/C=C/c1ccc(F)cc1)NC1CC1	nt	11
CCOC(=O)C1=C(C)N=c2s/c(=C\c3cccn3C)c(=O)n2C1c1cccc(OC)c1OC (stereo not drawn)	104	-6
CCOc1nc(SCCOc2ccccc2)nc(N(C)C)n1	105	4
COCCN1CCN(c2c(C)c(C)nc3cc(-c4cccc(OC)c4)nn23)CC1	88	-5
O=C(Nc1nnc(-c2ccccc2)o1)NC1CCCCC1	65	-6
CCOC(=O)C(Nc1cc2oc3ccccc3c2cc1OC)c1ccccc1 (stereo not drawn)	nt	4
CC1CC(=O)c2cnc(NCC3CCCO3)nc2C1 (stereo not drawn)	103	6
COc1cccc(N2C(=O)C(CC(=O)Nc3ccc(F)cc3)N(C3CCCCC3)C2=O)c1 (stereo not drawn)	90	5
Cc1ccc(CCNC(=O)C2CCN(C(=O)c3sccc3-n3cccc3)CC2)cc1	92	4
CSc1ccccc1C(=O)NC1CC2CCC1C2 (stereo not drawn)	91	9
N#Cc1sc2nc3c(c(C4CC=CCC4)c2c1N)CCC3 (stereo not drawn)	231	nt

Part of the list above in order of length of the SMILES, highest first.
SMILES	BAP1 block	HePTP inh
CCOC(=O)C1=C(C)N=c2s/c(=C\c3cccn3C)c(=O)n2C1c1cccc(OC)c1OC (stereo not drawn)	104	-6
COC(=O)c1ccc(/C=N/NC(=O)c2cc(-c3ccc4ccccc4c3)n[nH]2)cc1	nt	8
COCCN1CCN(c2c(C)c(C)nc3cc(-c4cccc(OC)c4)nn23)CC1	88	-5
N#Cc1sc2nc3c(c(C4CC=CCC4)c2c1N)CCC3 (stereo not drawn)	231	nt
CCOc1nc(SCCOc2ccccc2)nc(N(C)C)n1	105	4

(cont.)
SMILES	BAP1 block	HePTP inh
O=C1NC(=S)NC(=O)C1=Cc1ccccc1OS(=O)(=O)c1ccc([N+](=O)[O-])cc1	nt	2
Cc1ccccc1NC(=O)c1cccnc1	nt	-6
COc1ccccc1/C=N/Nc1cc(N2CCOCC2)nc(N2CCOCC2)n1	nt	-10
S=P(c1ccc(N2CCOCC2)cc1N1CCOCC1)(N1CCOCC1)N1CCOCC1	96	-7
COC(=O)C1(CCSC)NC(c2ccc(O)cc2)C2C(=O)N(c3ccc4c(c3)OCCO4)C(=O)C21 (stereo not drawn)	99	-2
COc1cc(/C=C2\C(=O)NC(=S)N(c3ccc(C(C)C)cc3)C2=O)ccc1O	nt	11
COc1ccccc1C(=O)N1CCN(c2cccc(Cl)c2)CC1	nt	4
COc1ccc(NC(=O)CCC(C(C)=O)[N+](=O)[O-])cc1 (stereo not drawn)	nt	-6
N#Cc1ccc(OCC(=O)NCCc2ccc(S(N)(=O)=O)cc2)cc1	108	4
O=C1ON=C(c2ccc(Cl)cc2)/C1=C/C=C/c1ccccc1	nt	7
FC(F)Oc1ccc(-c2csc(Cc3nnc4n3CCCCC4)n2)cc1	107	-6
Nc1ccccc1-c1nnc(SCc2ccccc2F)[nH]c1=O	92	2
O=C1CCC(=O)N1c1ccccc1-c1ccccc1	104	7
Cc1ccc(Nc2nc(N)nc(CN3CCN(Cc4ccc5c(c4)OCO5)CC3)n2)cc1	143	4
CC(C)C1N(S(=O)(=O)c2ccccc2)CCN1S(=O)(=O)c1ccccc1	97	9

Filtered by structure, the compounds so far containing two or more sulfur atoms
SMILES	BAP1 block	HePTP inh
CSc1nsc(SCc2cnc(C)nc2N)n1	108	-2
CC(NC(=O)c1cccs1)C(c1cccs1)N1CCN(c2ccccc2)CC1 (stereo not drawn)	144	nt
O=C1NC(=S)NC(=O)C1=Cc1ccccc1OS(=O)(=O)c1ccc([N+](=O)[O-])cc1	nt	2
CC(C)C1N(S(=O)(=O)c2ccccc2)CCN1S(=O)(=O)c1ccccc1	97	9

Going on with the list.
SMILES	BAP1 block	HePTP inh
O=C(Cc1ccccc1)N1N=C(c2ccc(F)cc2)CC1(O)C(F)(F)F (stereo not drawn)	nt	-5
COc1ccc2nc(SCC(=O)Nc3ccc(S(=O)(=O)Nc4onc(C)c4C)cc3)[nH]c2c1	157	nt
O=C(c1cccc(S(=O)(=O)N2CCOCC2)c1)N1CCCc2ccccc21	nt	7
O=C(Nc1ccccc1O)c1cccc2c(Br)cccc12	nt	5
Cc1n[nH]c(C)c1S(=O)(=O)N1CCOCC1	107	2
CCC(C(=O)N1CCCC1)c1ccccc1 (stereo not drawn)	nt	-9
Cc1cc(C)nc(SCC(=O)NCCc2ccccc2)n1	nt	9
C/C(NCc1ccccc1)=C(\C#N)C(=O)NCc1ccccc1	nt	6
COc1ccc(CNC(=O)CSc2nc3ccccc3s2)cc1	nt	5
COc1ccc(-c2nc3ccccc3c(C(=O)Nc3ccc(C)cc3)c2C)cc1	nt	104*
CCc1nc(SCC(=O)Nc2ccnc3ccccc23)n[nH]1	83	2
COc1ccc(/C=C2\SC(=O)N(Cc3ccccc3)C2=O)cc1	nt	-13
CCCc1[nH]nc2c1C(c1ccccc1OCC)C(C#N)=C(N)O2 (stereo not drawn)	73	7
CCOC(=O)c1c(C)c(C(=O)Nc2ccc3c(c2)OCCO3)c(C)n1CC	90	4
O=C1CC(c2ccccc2)CC2=C1C(c1ccc(F)cc1)Nc1ccccc1N2 (stereo not drawn)	nt	4

Already shown: 3 of the compounds above.
SMILES	BAP1 block	HePTP inh
O=C(Cc1ccccc1)N1N=C(c2ccc(F)cc2)CC1(O)C(F)(F)F (stereo not drawn)	nt	-5
COc1ccc2nc(SCC(=O)Nc3ccc(S(=O)(=O)Nc4onc(C)c4C)cc3)[nH]c2c1	157	nt
O=C(c1cccc(S(=O)(=O)N2CCOCC2)c1)N1CCCc2ccccc21	nt	7

Further records.
SMILES	BAP1 block	HePTP inh
O=C(CSC1=NCCS1)N1CCCc2ccccc21	189	nt
O=C(N/N=C\c1cc(I)cc(I)c1O)c1ccc([N+](=O)[O-])cc1	nt	6
O=C(CSc1ccc2c(c1)OCCO2)NC(=O)NC1CCCC1	nt	4
Cc1cc(C)n2nc(SCC(=O)N(C(C)C)C(C)C)nc2n1	124	8
Cc1nc(N2CCN(c3ncccn3)CC2)c2oc3ccccc3c2n1	90	-1
CC1(C)C(=O)N(Cc2ccc(Cl)c(Cl)c2)c2ccccc2N1C(=O)c1cccc([N+](=O)[O-])c1	nt	0
O=C(OCC(=O)N1CCCC1)c1cncc(Br)c1	106	14
O=C(O)CCN1C(=O)/C(=C/c2ccc(Cl)cc2Cl)SC1=S	nt	-19
Cc1cc(C)c(C#N)c(SCS(=O)Cc2ccc(Cl)cc2)n1 (stereo not drawn)	123	2
CCCOc1ccc(C(=O)N2CCN(c3ccc([N+](=O)[O-])cc3)CC2)cc1	nt	0
CCOC(=O)c1c(C)[nH]c(C=C2C(=O)CC(C)(C)CC2=O)c1O	nt	6
CC1CCc2c(sc(NC(=O)c3ccccc3Cl)c2C(=O)N2CCCCCC2)C1 (stereo not drawn)	nt	1
CCC(C)NC(=O)c1ccccc1NC(=O)CN1C(=O)c2ccccc2S1(=O)=O (stereo not drawn)	85	3
O=C(COc1ccccc1Cl)N1CCN(c2ccc(F)cc2)CC1	75	8
Cn1c(=O)[nH]c(=O)c2[nH]c(CN3CCN(Cc4ccccc4)CC3)nc21	85	5

4 entries from above, reformatted:
Results follow in this order: BAP1 block	HePTP inh
> Cc1cc(C)c(C#N)c(SCS(=O)Cc2ccc(Cl)cc2)n1 (stereo not drawn)
    123	2
> O=C(CSc1ccc2c(c1)OCCO2)NC(=O)NC1CCCC1
    nt	4
> O=C(N/N=C\c1cc(I)cc(I)c1O)c1ccc([N+](=O)[O-])cc1
    nt	6
> O=C(CSC1=NCCS1)N1CCCc2ccccc21
    189	nt

Next section
SMILES	BAP1 block	HePTP inh
Cc1ccc(NC(=O)c2ccc(Br)o2)cc1Cl	nt	-16
O=C(COc1ccccc1Cl)NNC(=O)c1ccc(O)cc1	nt	3
COc1ccccc1N1CCN(CC(=O)Nc2ccc(CN3CCCCC3)cc2)CC1	102	-6
O=C(CN1CCN(S(=O)(=O)c2ccc(F)cc2)CC1)Nc1cc(C(F)(F)F)ccc1Cl	62	12
O=C(Oc1ccc(C(=S)N2CCCCC2)cc1)c1ccc(Cl)cc1	92	nt
CC(C)OC(=O)C(=O)/C=C1\NC(C)(C)Cc2ccccc21	nt	-6
C#CCSc1nc2ccccc2n1C(=O)c1sc2ccccc2c1Cl	nt	-12
O=C1C(=O)N(c2cccc([N+](=O)[O-])c2)C(c2ccc3c(c2)OCO3)/C1=C(/O)c1ccccc1 (stereo not drawn)	nt	4
Cc1ccc(N2CC(C(=O)NCCC(C)C)CC2=O)cc1 (stereo not drawn)	103	-4
CCCCCOC(=O)CSc1nnc(-c2ccccc2Cl)o1	nt	-18
O=C(NCc1ccccc1)c1ccc(CN2CCN(Cc3ccccc3)CC2)cc1	nt	4
O=C(N/N=C\c1cccc(Cl)c1Cl)c1cnccn1	nt	9
COc1ccc(CN2CC(C(=O)NCCN3CCOCC3)CC2=O)cc1 (stereo not drawn)	96	3
O=S(=O)(c1cccs1)N1CCN(Cc2nc3ccccc3s2)CC1	101	-7
O=C(/C=C/c1ccccc1)NC(=S)Nc1ccc(I)cc1	nt	3
Cc1ccc(C(C)C)c(OCC(=O)N/N=C/c2cc3c(cc2Cl)OCO3)c1	nt	10
COc1ccc(C(=O)N2CCN(Cc3ccc4c(c3)OCO4)CC2)cc1OC	nt	1
Cc1ccc(C2Nc3ccccc3NC3=C2C(=O)CC(c2ccc4c(c2)OCO4)C3)s1 (stereo not drawn)	nt	4
c1ccc(-c2nc3ccccc3s2)nc1	82	0
Cn1cccc1Cc1nnc(SCC(=O)N2CCc3ccccc32)n1-c1ccc(F)cc1	89	2
CC(C)c1nc2oc3c(NCC4CCCO4)ncnc3c2c2c1COC(C)(C)C2 (stereo not drawn)	82	-11
COc1cc(CSc2nnnn2-c2ccc(C)cc2)cc(OC)c1OC	109	-2
COc1ccc(OC)c(C(=O)CC2OC(=O)c3ccccc32)c1 (stereo not drawn)	96	3
CCOC(=O)c1c(N2CCN(c3ccccc3)CC2)cc(C)nc1C	173	nt
CC1=C(C(=O)NCCCOC(C)C)C2(CCC(C)CC2)OC1=O (stereo not drawn)	94	9
Cc1cc(C)c2nc(N3CCC(C(=O)N4CCCC4)CC3)sc2c1	54	10
Cc1ccc(N2NC(=O)/C(=C/c3ccc(C)c([N+](=O)[O-])c3)C2=O)cc1Cl	nt	6
Clc1cccc(OCCn2cncn2)c1Cl	nt	7
CCN(CC)CCCn1c(=S)[nH]c2ccccc2c1=O	106	8
Cc1[nH]nc(-c2ccc(OC(C)C)cc2O)c1-c1ccccc1	135	nt
O=C(O)c1ccc(S(=O)(=O)c2ccc(Sc3ccc(C(=O)O)c(C(=O)O)c3)cc2)cc1	nt	-1
CCC(=O)N1CCc2cc(S(=O)(=O)NC(Cc3ccccc3)C(=O)NC3CCCC3)ccc21 (stereo not drawn)	101	0
CC(C)c1ccccc1NC(=O)Cc1ccc(Br)cc1	nt	7
O=C(Nc1ccc(Cl)cn1)S(=O)(=O)c1ccccc1	nt	10
O=C(Nc1cccnc1)c1coc(=O)c2ccccc12	99	5
Cc1ccc(N2C(=O)C3C4c5ccccc5C(C)(c5ccccc54)C3C2=O)c([N+](=O)[O-])c1 (stereo not drawn)	56	nt

Assay outcomes (PubChem BioAssay)
